NFkB SMM – binders of human NF-kappa-B p105; calls only; Small molecule microarray, anti-His fluorescence binding; P19838; AID 624139; 17,000 compounds, 1.3% hits;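 active = spot fluorescence over background significantly raised, with a chance value under 7% in all four replicate spots of the compound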;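 also: probe protein is his-tagged human p50 processed subunit at 1 µg/ml; raw spot fluorescence signals with no normalization applied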
Target sequence (P19838 1-433 limits assumed): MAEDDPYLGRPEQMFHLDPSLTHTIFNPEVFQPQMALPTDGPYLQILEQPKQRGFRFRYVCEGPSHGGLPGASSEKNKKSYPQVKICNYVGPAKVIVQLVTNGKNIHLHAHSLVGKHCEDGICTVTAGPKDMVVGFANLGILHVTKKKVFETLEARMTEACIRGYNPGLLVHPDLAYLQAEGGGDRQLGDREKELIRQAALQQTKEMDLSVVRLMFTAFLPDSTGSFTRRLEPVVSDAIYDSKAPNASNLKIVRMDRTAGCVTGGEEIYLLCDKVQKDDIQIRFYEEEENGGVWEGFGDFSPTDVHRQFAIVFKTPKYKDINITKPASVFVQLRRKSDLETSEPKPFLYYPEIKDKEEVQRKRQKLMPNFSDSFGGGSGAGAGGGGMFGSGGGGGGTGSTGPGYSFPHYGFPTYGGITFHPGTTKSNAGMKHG
Calls only; i = inactive. Not all compounds are listed; rates above refer to the full screens.

SMILES	NFkB SMM
CC(C)NC(=O)N(C)C[C@H]1OCCCC[C@@H](C)Oc2ccc(NC(=O)CCC(F)(F)F)cc2C(=O)N([C@H](C)CO)C[C@@H]1C	i
COc1ccc(S(=O)(=O)N(C)C[C@@H]2Oc3ccc(NC(=O)Cc4cn(C)c5ccccc45)cc3CC(=O)N([C@H](C)CO)C[C@@H]2C)cc1	i
O=C(C1=C[C@@H](c2ccccc2)C[C@@H](OCc2ccc(CO)cc2)O1)N1CCN(Cc2ccc3c(c2)OCO3)CC1	i
Cc1ccnc(SCC(=O)Nc2oc(-c3ccccc3)c(-c3ccccc3)c2C#N)n1	i
Cc1noc(C)c1NC(=O)N(C)C[C@H]1Oc2ccc(NC(=O)Cc3cn(C)c4ccccc34)cc2CC(=O)N([C@H](C)CO)C[C@H]1C	i
COc1ccc([Si](C)(C)[C@@H]2[C@@H](CC(=O)N3CCC[C@H]3CO)O[C@]3(C(=O)N(Cc4ccc(I)cc4)c4ccccc43)[C@H]2C)cc1	i
COc1ccc(S(=O)(=O)N(C)C[C@@H]2Oc3ccc(NS(=O)(=O)c4cn(C)cn4)cc3C(=O)N([C@@H](C)CO)C[C@H]2C)cc1	i
C[C@@H]1CN([C@H](C)CO)C(=O)c2cccc(NS(=O)(=O)c3ccccc3)c2O[C@@H]1CN(C)C(=O)Nc1ccc2c(c1)OCO2	i
CC(C)NC(=O)N(C)C[C@@H]1OCCCC[C@H](C)Oc2ccc(NS(=O)(=O)c3ccccc3)cc2C(=O)N([C@@H](C)CO)C[C@@H]1C	i
Cc1noc(C)c1S(=O)(=O)N(C)C[C@@H]1OCCCC[C@H](C)Oc2ccc(NC(=O)CCCN(C)C)cc2C(=O)N([C@H](C)CO)C[C@@H]1C	i
O=C(CC1(O)C(=O)N(C/C=C/c2ccccc2)c2ccccc21)c1ccccn1 (stereo not drawn)	i
C[C@@H]1CN([C@H](C)CO)C(=O)CCCn2cc(nn2)CO[C@H]1CN(C)C(=O)Nc1ccccc1F	i
C[C@H](CO)N1C[C@H](C)[C@@H](CN(C)C(=O)NC2CCCCC2)Oc2c(NC(=O)c3ccncc3)cccc2C1=O	i
C[C@@H]1CN([C@H](C)CO)C(=O)Cc2cc(NC(=O)NC3CCCCC3)ccc2O[C@@H]1CN(C)S(=O)(=O)c1cccs1	i
NCC(O)(CS(=O)(=O)O)c1ccc(Cl)cc1 (stereo not drawn)	i
C[C@@H]1CCCCO[C@H](CN(C)C)[C@@H](C)CN([C@H](C)CO)C(=O)c2cc(NC(=O)Cc3ccccc3)ccc2O1	i
Cn1c2ccccc2c2nnc(SCc3ccc4nonc4c3)nc21	i
Cc1noc(C)c1NC(=O)Nc1ccc2c(c1)C(=O)N([C@@H](C)CO)C[C@H](C)[C@@H](CN(C)C)O2	i
Cc1onc(-c2ccccc2)c1C(=O)NCCCn1ccnc1	i
CCO[C@H]1OC(C(=O)N2CCN(C)CC2)=C[C@@H](c2ccc(Br)cc2)[C@@H]1CCCO	i
COc1cc(-c2oc3cc(O)cc(O)c3c(=O)c2O[C@@H]2O[C@H](CO)[C@@H](O)[C@H](O)[C@H]2O)ccc1O[C@@H]1O[C@H](CO)[C@@H](O)[C@H](O)[C@H]1O	i
COc1ccc(NC(=O)N(C)C[C@H]2Oc3c(NC(=O)Nc4ccc5c(c4)OCO5)cccc3C(=O)N([C@@H](C)CO)C[C@@H]2C)cc1	i
C[C@H](CO)N1C[C@H](C)[C@H](CN(C)C(=O)Nc2ccc(-c3cccs3)cc2)OCc2cn(nn2)CCCC1=O	i
COc1ccc(S(=O)(=O)N(C)C[C@H]2Oc3ccc(NS(=O)(=O)c4cccs4)cc3C(=O)N([C@H](C)CO)C[C@@H]2C)cc1	i
C[C@H]1CCCCO[C@H](CN(C)C(=O)CCC(F)(F)F)[C@@H](C)CN([C@@H](C)CO)C(=O)c2cc(NC(=O)c3ccccc3)ccc2O1	i
COc1cc(O)c2c(=O)c(O[C@@H]3O[C@H](CO[C@@H]4O[C@@H](C)[C@H](O)[C@@H](O)[C@H]4O)[C@@H](O)[C@H](O)[C@H]3O)c(-c3ccc(O)c(O)c3)oc2c1	i
COc1ccc(CN(C)C[C@H]2Oc3ccc(NS(=O)(=O)c4ccc(OC)cc4)cc3CC(=O)N([C@@H](C)CO)C[C@H]2C)cc1	i
COc1cc(C(C)CC(C)(O)CC(=O)O)oc(=O)c1C (stereo not drawn)	i
C[C@@H]1CCCCO[C@@H](CN(C)C(=O)CCC(F)(F)F)[C@@H](C)CN([C@H](C)CO)C(=O)c2cc(NS(=O)(=O)c3ccccc3)ccc2O1	i
CC(=O)N[C@@H](CSC/C=C(\C)CCC=C(C)C)C(=O)O	i
CNC[C@@H]1Oc2ccc(N(C)C)cc2CC(=O)N([C@@H](C)CO)C[C@H]1C	i
COc1ccc(CCNC(=O)c2ccnc(C(C)(C)C)c2)cc1OC	i
C[C@@H]1CN([C@H](C)CO)C(=O)CCCn2nncc2CO[C@@H]1CN(C)C	i
C[C@H](CO)N1C[C@H](C)[C@@H](CN(C)Cc2ccc(C(F)(F)F)cc2)Oc2c(NC(=O)C3CCOCC3)cccc2C1=O	i
Cc1ccccc1N(CC(=O)Nc1cccc2ccccc12)S(C)(=O)=O	i
C=C1CC[C@@H](C)[C@](C)(CCc2ccoc2)C/C=C\C=C/1C(=O)O	i
C[C@H](CO)N1C[C@H](C)[C@@H](CN(C)S(=O)(=O)c2cccs2)Oc2ccc(NS(C)(=O)=O)cc2C1=O	i
Cc1ccccc1-c1nnc(SCC(=O)Nc2ccc(F)c(F)c2)n1C	i
C[C@@H]1CN([C@H](C)CO)C(=O)c2cccc(NC(=O)c3ccncc3)c2O[C@@H]1CN(C)Cc1ccc(Oc2ccccc2)cc1	i
C[C@H](CO)N1C[C@H](C)[C@H](CN(C)C(=O)Nc2ccc(F)cc2)Oc2ccc(NC(=O)NC3CCCCC3)cc2C1=O	i
C[C@@H]1CCCCO[C@H](CN(C)C(=O)Cc2ccccc2)[C@@H](C)CN([C@@H](C)CO)C(=O)c2cc(NS(=O)(=O)c3ccc(Cl)cc3)ccc2O1	i
Cc1ccc(C)c(S(=O)(=O)NCc2cccnc2)c1	i
COc1ccc(NC(=O)Nc2ccc3c(c2)CC(=O)N([C@@H](C)CO)C[C@H](C)[C@H](CN(C)C)O3)cc1	i
COc1ccc(N(C(=O)c2ccncc2)S(=O)(=O)c2ccc3c4c(cccc24)C(=O)N3C)cc1	i
Cc1noc(C)c1S(=O)(=O)Nc1ccc2c(c1)C(=O)N([C@@H](C)CO)C[C@H](C)[C@@H](CN(C)C)O2	i
C[C@H](CO)N1C[C@H](C)[C@@H](CN(C)C(=O)CCCN(C)C)OCCCC[C@H](C)Oc2ccc(NS(=O)(=O)c3ccccc3)cc2C1=O	i
Cc1nc2c(OCc3ccccc3)cccn2c1CC#N	i
C[C@H]1CN([C@@H](C)CO)C(=O)c2cc(NC(=O)Nc3cccc4ccccc34)ccc2O[C@@H]1CN(C)C(=O)NC1CCCCC1	i
Cc1ccc(C2=NNC(=O)C(c3cn(CCC#N)c4ccccc34)C2)cc1 (stereo not drawn)	i
C[C@@H]1CN([C@H](C)CO)C(=O)Cc2cc(NS(C)(=O)=O)ccc2O[C@@H]1CN(C)Cc1ccc(-c2ccccc2)cc1	i
C=CCN1C(=O)[C@@]2(O[C@@H](CCn3cc([C@H](O)c4ccccc4)nn3)[C@H]([Si](C)(C)c3ccc(OC)cc3)[C@H]2C)c2cc(N3CCOC3=O)ccc21	i
COc1cc(O)c2c(c1C)C(C)C(O)(CO)OC2=O (stereo not drawn)	i
CC(=O)n1cc([C@@H]2C=C(C(=O)Nc3ccccc3)O[C@H](OCCCCO)C2)c2ccccc21	i
COc1ccc(NC(=O)Nc2ccc3c(c2)C(=O)N([C@H](C)CO)C[C@H](C)[C@H](CN(C)S(=O)(=O)c2ccc(Cl)cc2)O3)cc1	i
C[C@H]1CN([C@@H](C)CO)C(=O)c2cccc(N(C)C)c2O[C@@H]1CN(C)Cc1ccc(C(F)(F)F)cc1	i
Cc1noc(C)c1NC(=O)Nc1ccc2c(c1)C(=O)N([C@@H](C)CO)C[C@@H](C)[C@@H](CN(C)Cc1ccncc1)OCCCC[C@H](C)O2	i
C[C@@H]1CN([C@H](C)CO)C(=O)Cc2cc(NC(=O)Cc3cn(C)c4ccccc34)ccc2O[C@@H]1CN(C)CC1CCCCC1	i
COc1ccccc1CN(C)C[C@@H]1OCc2cnnn2CCCC(=O)N([C@@H](C)CO)C[C@H]1C	i
COc1c(OC)c(O)c2c(=O)cc(-c3ccc(O)cc3)oc2c1OC	i
CC(NS(=O)(=O)c1ccc(Br)cc1)C(=O)Nc1ccccc1 (stereo not drawn)	i

2 entries drawn at random from the list so far, as already listed:
SMILES	NFkB SMM
COc1ccc(NC(=O)Nc2ccc3c(c2)C(=O)N([C@H](C)CO)C[C@H](C)[C@H](CN(C)S(=O)(=O)c2ccc(Cl)cc2)O3)cc1	i
C[C@H]1CN([C@@H](C)CO)C(=O)c2cc(NC(=O)Nc3cccc4ccccc34)ccc2O[C@@H]1CN(C)C(=O)NC1CCCCC1	i

More records.
SMILES	NFkB SMM
C[C@H]1CN([C@@H](C)CO)C(=O)Cc2cc(N(C)C)ccc2O[C@@H]1CN(C)C(=O)Nc1cccc2ccccc12	i
C[C@@H]1CCCCO[C@H](CN(C)C(=O)CCCN(C)C)[C@@H](C)CN([C@H](C)CO)C(=O)c2cc(NS(=O)(=O)c3ccccc3)ccc2O1	i
CC(C)NC(=O)Nc1ccc2c(c1)C(=O)N([C@H](C)CO)C[C@H](C)[C@@H](CN(C)C(=O)Nc1ccccc1)OCCCC[C@H](C)O2	i
C[C@@H]1CN([C@H](C)CO)C(=O)c2cc(NC(=O)CCC(F)(F)F)ccc2O[C@@H]1CN(C)C	i
COc1cc(OC)cc(-c2nnc(SCC(=O)Nc3ccccc3)o2)c1	i
C=CCNC(=O)[C@H]1[C@@H]2C(=O)O[C@@H](c3ccccc3)[C@@H](c3ccccc3)N2[C@@H](c2ccc(OCCO)cc2)[C@]12C(=O)N(C(=O)OCCOC)c1ccc(C#CCC(C(=O)OC)C(=O)OC)cc12	i
COC(=O)c1ccccc1NC(=O)C(C)Oc1ccccc1 (stereo not drawn)	i
Cc1cccc(NC(=O)COc2ccc(S(=O)(=O)N3CCCCC3)cc2Cl)c1C	i
C[C@@H]1CCCCO[C@H](CN(C)Cc2ccncc2)[C@@H](C)CN([C@H](C)CO)C(=O)c2cc(NC(=O)c3ccncc3)ccc2O1	i
COC(=O)c1ccc(NC(=O)C(C)N(c2ccc(C)cc2)S(C)(=O)=O)cc1 (stereo not drawn)	i
CNC[C@@H]1Oc2ccc(N(C)C)cc2CC(=O)N([C@H](C)CO)C[C@H]1C	i
C[C@H](CO)N1C[C@H](C)[C@@H](CN(C)C(=O)Nc2ccccc2)Oc2c(NC(=O)c3ccncc3)cccc2C1=O	i
Cc1ccc(S(=O)(=O)N(C)C[C@H]2OCCCC[C@H](C)Oc3ccc(NC(=O)NC4CCCCC4)cc3C(=O)N([C@H](C)CO)C[C@H]2C)cc1	i
C[C@@H]1CCCCO[C@@H](CN(C)Cc2ccccc2)[C@H](C)CN([C@@H](C)CO)C(=O)c2cc(NS(=O)(=O)c3ccccc3)ccc2O1	i
CN1C2CCC1CC(NC(=O)c1nn(C)c3ccccc13)C2 (stereo not drawn)	i
C[C@H]1CN([C@@H](C)CO)C(=O)Cc2cc(NC(=O)C3CC3)ccc2O[C@H]1CN(C)S(=O)(=O)c1cn(C)cn1	i
C[C@@H]1CCCCO[C@H](CN(C)C(=O)CCC(F)(F)F)[C@H](C)CN([C@@H](C)CO)C(=O)c2cc(N(C)C)ccc2O1	i
C[C@@H]1CN([C@H](C)CO)C(=O)c2cccc(N(C)C)c2O[C@@H]1CN(C)C(=O)NC1CCCCC1	i
C[C@H](CO)N1C[C@H](C)[C@H](CN(C)S(=O)(=O)c2cccs2)Oc2ncc(C#Cc3ccc(C(F)(F)F)cc3)cc2C1=O	i
CC(=O)c1ccc(NC(=O)COc2ccccc2C(N)=O)cc1	i

Shown field by field: 4 of the compounds above
> COC(=O)c1ccc(NC(=O)C(C)N(c2ccc(C)cc2)S(C)(=O)=O)cc1 (stereo not drawn)
- NFkB SMM: i
> CNC[C@@H]1Oc2ccc(N(C)C)cc2CC(=O)N([C@H](C)CO)C[C@H]1C
- NFkB SMM: i
> C[C@H](CO)N1C[C@H](C)[C@@H](CN(C)C(=O)Nc2ccccc2)Oc2c(NC(=O)c3ccncc3)cccc2C1=O
- NFkB SMM: i
> Cc1ccc(S(=O)(=O)N(C)C[C@H]2OCCCC[C@H](C)Oc3ccc(NC(=O)NC4CCCCC4)cc3C(=O)N([C@H](C)CO)C[C@H]2C)cc1
- NFkB SMM: i

The listing continues:
SMILES	NFkB SMM
C[C@@H]1CN([C@@H](C)CO)C(=O)Cc2cc(NC(=O)Cc3cn(C)c4ccccc34)ccc2O[C@@H]1CN(C)C(=O)Nc1ccccc1	i
COc1ccccc1-c1nc(SCC(=O)O)n[nH]1	i
CCN1CCN(C(=O)C(C)N(c2ccccc2)S(C)(=O)=O)CC1 (stereo not drawn)	i
C[C@H](CO)N1C[C@H](C)[C@@H](CN(C)Cc2ccc(C(=O)O)cc2)Oc2ccc(NC(=O)Cn3cnnn3)cc2CC1=O	i
C[C@@H]1CN([C@H](C)CO)C(=O)c2cccc(NS(=O)(=O)c3ccc(Cl)cc3)c2O[C@@H]1CN(C)C	i
Cc1cc(C(=O)Nc2cccc3c2O[C@H](CN(C)C(=O)Nc2ccccc2)[C@@H](C)CN([C@@H](C)CO)C3=O)n(C)n1	i
O=C(CNS(=O)(=O)c1ccccc1)Nc1ccccc1Br	i
Cc1noc(C)c1NC(=O)Nc1cccc2c1O[C@H](CN(C)Cc1ccc3c(c1)OCO3)[C@H](C)CN([C@@H](C)CO)C2=O	i
COc1ccc(-c2cc(C(F)(F)F)n3ncc(C(=O)NCc4nc5ccccc5[nH]4)c3n2)cc1OC	i
COc1ccccc1-n1c(SCC(=O)N2CCOCC2)nc2ccccc2c1=O	i
